Neddylation inh: inhibitors of human cullin neddylation; AID 651699; TR-FRET cullin neddylation, biochemical; calls only at 25 µM; P61081+Q13564; 360,000 compounds, 0.58% hits; in the data active = inhibition above about 36%
Target sequence (P61081 whole entry, looked up): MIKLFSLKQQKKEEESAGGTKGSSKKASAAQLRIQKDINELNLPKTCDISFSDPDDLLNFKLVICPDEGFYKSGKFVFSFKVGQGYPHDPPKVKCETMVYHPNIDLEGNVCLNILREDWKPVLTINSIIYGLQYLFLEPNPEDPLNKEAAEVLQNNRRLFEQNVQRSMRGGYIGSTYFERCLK
Target sequence (Q13564 whole entry, looked up): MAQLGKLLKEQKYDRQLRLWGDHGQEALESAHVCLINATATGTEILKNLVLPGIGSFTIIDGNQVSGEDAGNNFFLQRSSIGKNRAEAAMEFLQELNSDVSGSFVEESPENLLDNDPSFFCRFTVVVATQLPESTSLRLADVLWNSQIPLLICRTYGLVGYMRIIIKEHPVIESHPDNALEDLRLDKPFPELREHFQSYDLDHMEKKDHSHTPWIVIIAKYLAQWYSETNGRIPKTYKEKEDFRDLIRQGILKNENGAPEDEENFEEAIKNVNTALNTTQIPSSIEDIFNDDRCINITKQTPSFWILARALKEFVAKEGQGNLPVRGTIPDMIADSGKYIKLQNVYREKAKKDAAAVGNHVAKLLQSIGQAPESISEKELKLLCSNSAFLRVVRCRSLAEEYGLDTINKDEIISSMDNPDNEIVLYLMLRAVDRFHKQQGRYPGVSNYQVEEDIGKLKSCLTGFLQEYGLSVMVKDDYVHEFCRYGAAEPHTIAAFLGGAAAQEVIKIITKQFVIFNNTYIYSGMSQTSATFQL
SUMO1 PPI mod: SUMO1-SIM interaction modulation | P63165 | SUMO1 binding to a labelled peptide, TR-FRET, 1 h | inhibition, % at 20 µM | 360,000 compounds, 0.33% hits | AID 602429; in the data active = inhibition above about 37%
LMPTP inh: LMPTP (human) inhibition; recombinant LMPTP-A, OMFP fluorogenic substrate, fluorescence intensity; inhibition, % at 20 µM; AID 651560; 360,000 compounds, 0.22% hits;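 active = compounds that cut the enzyme signal by at least half of the control window in the single-dose screen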;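 note: plate controls were DMSO wells with enzyme plus substrate for no effect and substrate without enzyme for full effect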
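Assay system: LMPTP-A enzyme. Input: 0.625 nM LMPTP-A final. Probe or stimulus: 400 µM OMFP. Compound dosing: single 20 µM dose. Schedule: 50 min dark incubation at room temperature. Detection: fluorescence intensity of OMFP turnover product. Read-out: percent inhibition versus substrate-only and uninhibited controls. Benchmarks: no-enzyme low control, uninhibited high control.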
CSN inh: blocks human CSN-mediated cullin deneddylation. Purified CSN, SCF-Nedd8-OG deneddylation, fluorescence polarization. inhibition, % at 12.5 µM. 360,000 compounds, 0.38% hits. AID 651999;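 active = pattern-corrected inhibition above about 35%, with an unprinted fluorescence ratio check between 0.5 and 1.5, limit read from the data, passing the limit was not always enough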;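 note: 0% = enzyme with substrate and 100% = substrate without enzyme; some results filed as inactive read as strong as hits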
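Assay system: HEK293T-derived human Csn5 enzyme; quantity: 0.24 nM enzyme; medium: Tris/NaCl/DTT buffer, pH 7.5; also added: substrate SCFSkp2-Nedd8OG, 10 nM; doses: 12.5 µM compound; schedule: 90 min reaction at room temperature; signal: FP; read-out: % inhibition of substrate cleavage by Csn5; benchmarks: substrate-only high control, full reaction low control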
STEP inh: inhibitors of human striatal-enriched phosphatase STEP | P54829 | recombinant STEP, OMFP fluorogenic substrate, fluorescence | inhibition, % at 20 µM | 360,000 compounds, 0.25% hits | AID 588621;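 active = inhibition at 20 µM, scaled per plate between control wells, above about 37%, limit read from the data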;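 note: 0% = DMSO with enzyme and substrate and 100% = substrate only without enzyme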
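System: STEP phosphatase, cell-free reaction; Buffer or medium: Bis-Tris pH 6.0 buffer with DTT, detergent; Incubation: 20 min at room temperature, dark; Measured by: fluorescence, 480/540 nm.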
NadD block: NadD (S. aureus) enzyme inhibition. purified NadD enzyme, colorimetric absorbance read-out. inhibition, % at 20 µM. 360,000 compounds, 0.78% hits. AID 602399; in the data active = inhibition above about 26%; note: some compounds past the cut are filed as inactive
Scp1 inh: Scp-1 (human) phosphatase inhibition. Q9GZU7. Recombinant Scp1, phosphopeptide, malachite green phosphate absorbance. inhibition, % at 20 µM. 340,000 compounds, 0.88% hits;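 active = inhibition above about 50% at 20 µM, limit read from the data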;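 note: plate controls were DMSO wells with enzyme for no effect and wells lacking enzyme for full effect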
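Assay system: SCP-1 catalytic fragment, aa 76-261 | Buffer or medium: Tris acetate buffer pH 5.5 with MgCl2 and Tween-20 | Compound: One concentration, 20 µM, with 1.0% DMSO | Also added: Phospho 17-mer peptide substrate | Signal: Absorbance at 630 nm | Incubation: 45 min enzyme reaction at room temperature | Measure: % inhibition of SCP-1 phosphate liberation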
DNMT1 inh: inhibitors of human DNMT1 | AID 588458 | DNMT1 molecular beacon, Hinp1I cleavage, fluorescence | P26358 | inhibition (reported as % activation of signal), % at 10 µM | 360,000 compounds, 0.83% hits; in the data active = inhibition above about 50%
Rpn11 inh: Rpn11 (human) deubiquitinase inhibition; O00487; 360,000 compounds, 0.59% hits; calls only at 20 µM; human 26S proteasome, Ub4-pepOG fluorescence polarization; 20S core pre-blocked with epoxomicin;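 active = inhibition at 20 µM, scaled to each plate's controls, above about 33%, limit read from the data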
Target sequence (O00487 whole entry, looked up): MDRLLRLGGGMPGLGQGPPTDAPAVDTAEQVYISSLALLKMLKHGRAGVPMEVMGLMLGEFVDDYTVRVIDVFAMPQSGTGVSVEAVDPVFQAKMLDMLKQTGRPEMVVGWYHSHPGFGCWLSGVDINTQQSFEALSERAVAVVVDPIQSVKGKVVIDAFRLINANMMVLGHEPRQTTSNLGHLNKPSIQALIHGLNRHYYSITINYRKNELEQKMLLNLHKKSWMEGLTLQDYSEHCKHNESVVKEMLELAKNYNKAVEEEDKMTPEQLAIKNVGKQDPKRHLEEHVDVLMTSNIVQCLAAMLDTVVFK
Rin1-Abl PPI inh: inhibitors of human Rin1-Abl protein interaction; inhibition, % at 7.35 µM; AID 588664; 360,000 compounds, 0.4% hits; TR-FRET Rin1/Abl binding, biochemical; in the data active = inhibition above about 5%, passing the limit was not always enough
Numbers without * were called inactive; i = inactive; x = not tested or not shown; + = active, no number. No enrichment for hits. About 3.8% of those tested had a hit in this group.

Below each SMILES: Neddylation inh	SUMO1 PPI mod	LMPTP inh	CSN inh	STEP inh	NadD block	Scp1 inh	DNMT1 inh	Rpn11 inh	Rin1-Abl PPI inh
> Cc1nc(SC2C=CS(=O)(=O)C2)n[nH]1 (stereo not drawn)
    i	1.7	-1.9	4.9	-1.7	-1.7	-6.2	2.4	i	2.6
> CCNC(=S)N/N=C/c1ccc(OCc2ccc(C(=O)OC)cc2)cc1
    i	-2.5	-0.1	-3.6	2.5	10.5	-11.1	9.3	i	-1.7
> Fc1ccccc1CSc1nnc(-c2cnccn2)n1Cc1ccco1
    i	1.5	-0.9	8.5	1.8	-5.5	-6.5	1.4	i	3.0
> CC(C)(C)c1cnnn1-c1ccc(NC(=O)c2ccc(Br)o2)cc1
    i	-4.7	-0.1	1.6	0.0	-1.6	5.9	-1.8	i	-1.0
> Nn1c(SCc2ccccc2F)nnc1-c1ccccn1
    i	2.6	-0.3	-0.1	-0.7	-1.7	10.0	1.2	i	2.5
> O=C(NC(=O)c1ccccc1F)Nc1nc(-c2cccs2)cc(C(F)(F)F)n1
    i	-4.8	2.4	8.3	-1.1	3.7	-12.2	0.3	i	-1.1
> OC1(C#CCCN2CCCCC2)c2ccccc2-c2ccccc21
    i	1.2	-1.6	-8.9	-0.7	-10.1	-3.5	2.8	i	-5.8
> Cc1cccc(-c2nc(Nc3cccc(O)c3)c3ccccc3n2)c1
    x	-3.3	15.9	1.4	-3.1	7.3	-0.3	-14.4	+	0.6
> O=C(NCc1ccc2c(c1)OCO2)c1sccc1Br
    i	-5.5	-0.4	4.7	-0.4	-5.3	-14.2	0.3	i	-3.2
> COCC(=O)Nc1nnc(SCC(=O)N2CCCCC2)s1
    i	4.8	-0.4	5.7	-0.8	-1.0	-3.0	-0.8	i	3.1

Next section
Below each SMILES: Neddylation inh	SUMO1 PPI mod	LMPTP inh	CSN inh	STEP inh	NadD block	Scp1 inh	DNMT1 inh	Rpn11 inh	Rin1-Abl PPI inh
> Cn1c(=O)n(C)c2cc(NC(=O)CCc3ccccc3)c(Br)cc21
    i	3.2	1.1	-2.8	0.6	6.4	-4.7	1.4	i	-2.0
> O=c1c(-c2ccnn2-c2cccc(Cl)c2)cnc2n1CCS2
    i	0.1	0.1	-4.7	0.3	-1.7	-0.4	4.3	i	0.8
> O=C(NCc1ccco1)c1ccc(Cl)s1
    i	-1.3	-2.2	4.9	-2.7	0.6	-3.4	2.6	i	-0.3
> Cc1cc(C(=O)N2CCN(Cc3ccccc3)CC2)on1
    i	1.4	-0.6	0.4	0.5	-1.2	-4.5	2.4	i	1.2
> CCCN1C(=O)c2ccccc2NC1c1ccc(OC)cc1O (stereo not drawn)
    x	-3.5	-0.5	1.3	5.0	-0.8	3.8	2.8	i	1.0
> CCCCCn1c(=O)[nH]c2cc(C(=O)N3CCN(Cc4ccc5c(c4)OCO5)CC3)ccc2c1=O
    i	2.3	-0.8	-4.3	-0.3	-2.2	13.7	-0.7	i	-1.2
> O=c1[nH]c(/C=C/c2ccccc2Cl)nc2ccccc12
    x	6.7	13.9	27.7	33.7	-3.4	2.2	49.1	+	-1.2
> CN(c1ccccc1)S(=O)(=O)c1ccc(Cl)c(C(=O)OCC(=O)NC2CCS(=O)(=O)C2)c1 (stereo not drawn)
    i	4.9	-0.4	0.8	-0.8	1.5	-5.0	0.5	i	5.8
> N#CC1=C2SCN(c3ccc(F)cc3)CN2C(=O)CC1c1cccc(F)c1 (stereo not drawn)
    i	-1.9	1.5	17.0	14.0	5.2	29.8	-4.3	i	-0.8
> COc1ccc([C@H]2CC(=O)C=C(c3ccc4c(c3)OCCO4)C2)cc1
    i	-27.2	1.0	-2.6	1.9	-11.0	-17.0	-3.7	i	-3.3

More compounds:
Below each SMILES: Neddylation inh	SUMO1 PPI mod	LMPTP inh	CSN inh	STEP inh	NadD block	Scp1 inh	DNMT1 inh	Rpn11 inh	Rin1-Abl PPI inh
> Cn1c(SCC(=O)N/N=C/C=C\c2ccco2)nc2ccccc21
    i	16.3	25.6	23.3	5.5	18.6	84.0*	53.7*	i	-1.5
> COc1ccccc1CNC(=O)Cc1ccc(C)cc1
    i	0.4	-0.7	1.8	0.2	-0.5	-6.6	-2.0	i	-6.8
> Cc1cc(NC(=O)CSc2nc(-c3ccccc3Cl)nc3c2c(=O)n(C)c(=O)n3C)no1
    i	-2.8	-0.2	-2.5	-5.3	8.7	-3.9	5.0	i	6.8
> Cc1ccc(N=Nc2c(N)[nH]n3c(=O)cc(C)nc23)cc1
    i	-17.3	-0.7	-10.3	0.8	0.6	0.7	-1.5	i	-5.9
> CCN(CC)c1ccc(NC(=S)Nc2ccc(F)cc2)cc1
    i	-2.3	12.2	-16.8	2.6	4.9	-5.3	-14.5	i	3.8
> Cc1ccc(-c2nn(-c3ccccc3)cc2C(=O)NCC2CCCO2)cc1 (stereo not drawn)
    i	-3.7	0.3	1.7	-1.2	-3.0	-5.7	-0.1	i	-3.0
> Cc1ccc(-n2nc3c(=O)n(CCCC(=O)NC4CCC(C)CC4)nc(C)c3c2C)cc1 (stereo not drawn)
    i	5.8	-1.3	2.6	0.2	-0.7	-3.8	-0.7	i	4.6
> COc1ccc(S(=O)(=O)NC2CC3CCC2C3)cc1Cl (stereo not drawn)
    i	-1.6	0.0	5.0	-4.6	-2.8	0.2	1.4	i	-2.9
> O=C(O)Cn1nnc(-c2cccs2)n1
    i	0.6	-0.1	-0.9	0.9	-4.0	5.7	1.1	i	-2.0
> O=C(CN1C(=O)c2ccccc2C1=O)OCC(=O)N1CCCCC1
    i	-5.3	-3.0	1.9	-0.2	-3.4	-6.8	1.4	i	-1.6

Going on with the list.
Molecule	Neddylation inh	SUMO1 PPI mod	LMPTP inh	CSN inh	STEP inh	NadD block	Scp1 inh	DNMT1 inh	Rpn11 inh	Rin1-Abl PPI inh
CCOC(=O)N1CCN(Cc2nc(-c3ccc(Cl)cc3)no2)CC1	i	0.6	-0.2	-4.6	0.4	-4.1	-4.3	-0.4	i	0.3
O=C(Nc1cc(S(=O)(=O)Nc2ccc(Cl)cc2)ccc1N1CCCCC1)c1ccc(F)cc1Cl	i	-1.1	3.1	-4.8	1.6	16.2	-7.1	-14.7	i	-1.9
Cc1cc(C(=O)Cn2cnc3ccccc3c2=O)c(C)n1C1CC1	i	-1.5	0.3	2.4	1.8	-9.3	5.2	3.7	i	3.9
COc1ccc(C(C(=O)NC2CCCCC2)N(C(=O)c2cccs2)c2ccc3c(c2)OCO3)cc1 (stereo not drawn)	i	1.0	1.8	-3.9	2.5	2.5	9.8	18.4	i	-0.1
C=C1CCN([C@@H](Cc2ccccc2)C(=O)NCc2ccccc2)S(=O)(=O)c2ccccc21	i	3.3	-0.5	-0.9	0.5	-4.1	-8.6	-3.7	i	-1.7
COc1ccccc1/C=C1\SC(=S)N(CCC(=O)Nc2cc(C)on2)C1=O	i	-5.4	-1.9	9.8	2.7	12.2	-9.3	4.4	i	2.0
NNC(=O)CCN1CCCCC1	i	2.6	-0.6	5.7	0.6	-1.2	-5.6	-1.9	i	-5.0
CCCc1ccc2oc(C(=O)N(C)CCn3ccnc3C)c(C)c2c1	i	-1.4	-0.5	3.9	-1.3	-0.7	-0.6	-2.6	i	1.3

(continued)
Molecule	Neddylation inh	SUMO1 PPI mod	LMPTP inh	CSN inh	STEP inh	NadD block	Scp1 inh	DNMT1 inh	Rpn11 inh	Rin1-Abl PPI inh
CCOC(=O)c1c(C)[nH]c(C)c1S(=O)(=O)N(C)CC(=O)NCc1ccc(C)cc1	i	-4.1	0.4	3.0	0.9	-5.1	-11.3	1.2	i	-1.5
COc1cc(C(CC(=O)N2CCCC2)c2c(OC)cc(OC)c3c(-c4ccccc4)cc(=O)oc23)cc(OC)c1OC (stereo not drawn)	i	-12.6	2.9	22.2	1.6	-3.4	28.9	31.2	i	-0.8
NC(=O)C1CCN(C(=O)CCC(=O)N2CCOc3ccc(Cl)cc32)CC1	i	2.4	-0.7	-0.1	-1.0	6.4	-8.4	1.4	i	0.9
CC(C)c1ccc(CNc2ccc3c(c2)ncn3C)cc1	i	0.2	0.7	1.8	2.5	-5.6	-9.7	-4.2	i	-3.1
CCn1c(=O)c2ccccc2n(CC(=O)NC2CCCCC2)c1=O	i	-2.3	0.0	5.9	-0.8	-3.0	3.5	0.1	i	1.6
COc1cccc(NC(=O)Cn2c3ccc(F)cc3c3nc4n(c(=O)c32)CCCS4)c1	i	-34.8	3.8	-2.8	-0.5	18.4	-8.2	-6.4	i	-4.7
O=c1c2ccccc2[nH]c(=S)n1CCCN1CCN(C2CCCCC2)CC1	i	3.1	-0.7	-0.4	0.1	-8.9	-13.9	9.0	i	1.3
CCCc1cc(=O)[nH]c(SCC(=O)Nc2cccc3ccccc23)n1	i	-8.4	0.5	2.7	0.8	12.3	-5.8	1.4	i	-0.1
Cc1ccc(-c2c(C)n([O-])c3c([n+]2=O)CCCC3)o1	i	-9.6	-1.6	6.2	-2.9	4.9	-10.1	1.8	i	-0.7
CCc1c2ccccc2nn1-c1ccccc1C(=O)C(C)=O	i	-0.5	1.8	2.8	1.1	0.2	11.8	-0.1	i	-0.3
COc1cc(CCC(C)=O)ccc1OC(=O)c1c(F)cccc1Cl	i	6.5	-0.7	-1.4	-3.3	-0.4	-21.4	-1.0	i	2.2

Quoted at random: five compounds from above, in no set order.
Molecule	Neddylation inh	SUMO1 PPI mod	LMPTP inh	CSN inh	STEP inh	NadD block	Scp1 inh	DNMT1 inh	Rpn11 inh	Rin1-Abl PPI inh
O=c1c2ccccc2[nH]c(=S)n1CCCN1CCN(C2CCCCC2)CC1	i	3.1	-0.7	-0.4	0.1	-8.9	-13.9	9.0	i	1.3
Cc1ccc(-c2c(C)n([O-])c3c([n+]2=O)CCCC3)o1	i	-9.6	-1.6	6.2	-2.9	4.9	-10.1	1.8	i	-0.7
COc1cc(C(CC(=O)N2CCCC2)c2c(OC)cc(OC)c3c(-c4ccccc4)cc(=O)oc23)cc(OC)c1OC (stereo not drawn)	i	-12.6	2.9	22.2	1.6	-3.4	28.9	31.2	i	-0.8
COc1cccc(NC(=O)Cn2c3ccc(F)cc3c3nc4n(c(=O)c32)CCCS4)c1	i	-34.8	3.8	-2.8	-0.5	18.4	-8.2	-6.4	i	-4.7
NC(=O)C1CCN(C(=O)CCC(=O)N2CCOc3ccc(Cl)cc32)CC1	i	2.4	-0.7	-0.1	-1.0	6.4	-8.4	1.4	i	0.9

From PubChem BioAssay
